LEDGF integ inh: blocks HIV-1 LEDGF/p75-dependent DNA integration. AID 743269. TR-FRET IN-LEDGF/p75 DNA integration, Eu/Cy5. inhibition, % at 3.7 µM. hit rate 0.64% among 370,000;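 active = inhibition above the screen-wide mean plus 3 SD, cut at about 13% in these data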;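 note: signal is the Cy5 over europium emission ratio at 671 and 618 nm; 0% = plate median of compound wells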
MBD2 inh: blocks human MBD2 binding to methylated DNA; Q9UBB5; TR-FRET, MBD2 binding to methylated oligonucleotide; inhibition, % at 4.4 µM; hit rate 0.31% among 370,000; in the data active = inhibition above about 13%
HTRA1 inh: blocks human HTRA1 serine peptidase; Q92743; recombinant HTRA1, FP-rhodamine activity-based probe, fluorescence polarization; inhibition, % at 5.96 µM; hit rate 0.5% among 340,000; in the data active = inhibition above about 36%;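 note: 0% = enzyme with DMSO and 100% = wells lacking enzyme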
rCAG RNA binder: molecules binding r(CAG) RNA repeats; r(CAG) RNA repeat, TO-PRO-1 dye displacement fluorescence; inhibition, % at 3 µM; hit rate 1.3% among 370,000; AID 651821;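 active = inhibition above the plate cutoff, the mean of all test compounds on that plate plus 3 SD, cut at about 35% in these data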;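 note: 0% = DMSO alone and 100% = 100 µM mitoxantrone as full dye displacement; higher means more dye released from RNA so lower well fluorescence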
TDP2 absorb: blocks human TDP2 phosphodiesterase activity. hit rate 0.34% among 370,000. recombinant TDP2, T5PNP hydrolysis, p-nitrophenol absorbance 415 nm. O95551. inhibition, % at 12.8 µM;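 active = inhibition above the mean of all tested compounds plus 3 SD, set per campaign, cut at about 25% in these data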;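 note: 0% = DMSO with enzyme and 100% = buffer with substrate but no TDP2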
Target sequence (O95551 whole entry, looked up): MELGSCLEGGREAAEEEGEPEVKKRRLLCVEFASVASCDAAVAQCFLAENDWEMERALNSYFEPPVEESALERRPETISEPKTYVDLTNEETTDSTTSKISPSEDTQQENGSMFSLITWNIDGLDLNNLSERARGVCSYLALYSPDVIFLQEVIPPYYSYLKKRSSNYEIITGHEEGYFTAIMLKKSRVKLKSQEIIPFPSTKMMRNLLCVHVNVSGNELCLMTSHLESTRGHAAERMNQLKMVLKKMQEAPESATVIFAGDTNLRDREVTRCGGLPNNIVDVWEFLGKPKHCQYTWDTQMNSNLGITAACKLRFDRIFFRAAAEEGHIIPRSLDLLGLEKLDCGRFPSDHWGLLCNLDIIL
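Incubation: 2 h at 37 °C; Test system: recombinant human TDP2; Quantity: enzyme 120 nM; Read-out basis: percent inhibition; Medium: 50 mM Tris-HCl pH 7.5 with Mg2+, KCl, DTT, BSA; Repeats: single replicate; Compound: 12.8 µM single point, 1% DMSO; Signal: epi absorbance; Reagent: 5 mM T5PNP chromogenic substrate; Benchmarks: no-enzyme high, DMSO-plus-enzyme low.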
TCR CD3 inh: inhibitors of human TCR-CD3 interaction; TAMRA-labeled TCR probe fluorescence, biochemical; hit rate 0.37% among 360,000; inhibition, % at 9.4 µM; in the data active = inhibition above about 19%;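 note: recombinant mutant TCR 2C K166C tagged with TAMRA read by polarization; 0% = receptor in buffer alone and 100% = receptor with positive control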
SIAE primary: inhibitors of human sialic acid acetylesterase SIAE. SIAE FP-Rh probe binding, fluorescence polarization. inhibition, % at 9.66 µM. hit rate 0.69% among 370,000;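 active = inhibition above a cutoff: mean of compounds within the control limits plus 3 SD of those, cut at about 17% in these data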;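 note: 0% = plate median of compound wells and 100% = probe without SIAE protein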
GC-B act: GC-B (human) receptor activation; P20594; HEK293-GC-B cells, CNP EC30, cGMP TR-FRET; 0% at EC30 CNP, 100% saturating CNP; activation, % at 10 µM; hit rate 0.11% among 370,000;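 active = activation at 10 µM reaching about 35% in either raw or pattern-adjusted values, limit read from the data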
mABHD4 FP: inhibits mouse alpha/beta hydrolase domain 4 | hit rate 0.54% among 370,000 | AID 720543 | Q8VD66 | inhibition, % at 8.92 µM | purified mABHD4, FP-Rh probe fluorescence polarization;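 active = inhibition exceeding the mean over every tested compound plus 3 SD, cut at about 30% in these data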;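 note: 0% = plate median of compound wells and 100% = S159A mutant with DMSO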
Target sequence (Q8VD66 whole entry, looked up, the tested form may be a part): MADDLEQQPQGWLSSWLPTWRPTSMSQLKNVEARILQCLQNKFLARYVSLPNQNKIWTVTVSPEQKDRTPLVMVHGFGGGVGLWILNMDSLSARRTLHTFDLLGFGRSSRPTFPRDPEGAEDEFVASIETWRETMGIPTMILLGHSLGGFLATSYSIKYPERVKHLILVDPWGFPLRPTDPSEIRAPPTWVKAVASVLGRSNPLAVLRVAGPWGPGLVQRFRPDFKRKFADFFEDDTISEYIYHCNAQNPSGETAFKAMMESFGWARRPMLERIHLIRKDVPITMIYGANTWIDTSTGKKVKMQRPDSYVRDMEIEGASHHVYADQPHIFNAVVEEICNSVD
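Test system: mouse ABHD4 enzyme, wild type. Reagent: FP-Rh fluorescent activity-based probe, added after compound pre-incubation. Timing: pre-incubation 45 min, probe exposure 60 min, at 25 °C. Technique: FP readout, ex 525 nm / em 598 nm. Benchmarks: high control S159A mutant with DMSO, low control median of compound wells.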
PRMT1 inh: blocks human protein arginine methyltransferase 1; Q99873; inhibition, % at 2.79 µM; hit rate 1.3% among 370,000; recombinant PRMT1, activity-based probe fluorescence polarization;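 active = inhibition above about 21% made by adding two undisclosed values, limit read from the data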
Target sequence (Q99873 whole entry, looked up): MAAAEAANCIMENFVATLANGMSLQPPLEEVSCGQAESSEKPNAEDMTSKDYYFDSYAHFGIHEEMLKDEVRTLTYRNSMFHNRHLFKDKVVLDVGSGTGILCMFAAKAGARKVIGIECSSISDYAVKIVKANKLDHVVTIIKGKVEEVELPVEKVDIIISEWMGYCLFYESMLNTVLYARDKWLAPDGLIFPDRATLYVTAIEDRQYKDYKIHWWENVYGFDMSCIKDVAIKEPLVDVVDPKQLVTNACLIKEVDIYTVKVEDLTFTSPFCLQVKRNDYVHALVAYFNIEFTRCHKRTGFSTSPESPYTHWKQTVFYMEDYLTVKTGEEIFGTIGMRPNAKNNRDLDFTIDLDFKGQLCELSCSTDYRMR
The depositor's hits bear a star; nt = no result given. These rows are one share of the data, so the mix of outcomes need not match the whole.

SMILES	LEDGF integ inh	MBD2 inh	HTRA1 inh	rCAG RNA binder	TDP2 absorb	TCR CD3 inh	SIAE primary	GC-B act	mABHD4 FP	PRMT1 inh
CC(C)OCCCN1CC(=O)N2C(c3cccc([N+](=O)[O-])c3)c3[nH]c4ccccc4c3C[C@H]2C1=O (some centres undefined)	-1	-4	-9	-2	-6	1	5	-7	-1	1
Cc1ccc(S(C)(=O)=NS(=O)(=O)c2cccc3nsnc23)cc1 (centres undefined)	0	-4	3	-4	17	5	-1	0	-10	-2
COc1ccccc1CNC(=O)COC(=O)c1ccccc1SCC(=O)N1CCCC1	0	2	-5	-9	-1	3	7	-1	-6	-2
Cc1ccc(NC(=O)C(C)N2CCc3ccccc3C2)cc1 (centres undefined)	3	4	-4	-1	-1	2	-3	6	-1	-7
CCOC(=O)/C=C1/SCC(=O)N1CC(=O)c1ccc[nH]1	0	2	10	8	-9	1	1	2	0	1
Cc1noc(C)c1CSCC(=O)N(CCC(C)C)c1c(N)n(Cc2ccccc2)c(=O)[nH]c1=O	-1	5	5	-2	-2	8	-2	4	2	3
O=C1N[C@@H](Cc2ccccc2)COC(=O)[C@@H](Cc2ccc(F)cc2)CC/C=C/C[C@@H]1CC(=O)N(CCO)Cc1ccccc1	-4	0	-31	7	-8	-9	-4	1	-7	3
CC1CCc2c(nc3sc4c(c3c2N)CCCC4)C1 (centres undefined)	-1	4	3	12	5	-3	6	0	14	-1
CC1=NN(C(=O)c2ccc(Cn3cc(Br)c([N+](=O)[O-])n3)o2)C(O)(C(F)(F)F)C1 (centres undefined)	-2	0	-8	8	-4	-1	0	1	5	3
Cc1c(-c2ccc(Cl)cc2)[n+](=O)c2c(n1[O-])CCCC2	0	2	6	1	-6	6	3	7	0	1
CCOC(=O)C1CCN(c2ncnc3c2cnn3-c2ccccc2)CC1	0	-3	-3	-5	-11	-4	-4	-6	1	2
CCC(C)[C@H](NC(=O)Nc1ccc(C(C)=O)cc1)C(=O)OC (some centres undefined)	4	5	-3	1	12	-8	4	4	4	2
COc1cccc(C2=NOC(C(=O)Nc3ccccc3SC)C2)c1 (centres undefined)	-1	1	-10	-5	3	-2	11	-2	-8	1
COCCN1Cc2cccc(C(=O)NC(C)c3cccs3)c2C1=O (centres undefined)	4	0	-4	-4	0	-5	2	8	0	1
CCOc1ccc(OCCC(=O)NNC(=O)c2cc(C)oc2C)cc1	-5	3	-1	-2	9	-2	3	0	-5	2
Cc1ccc(C2(c3noc(CN4CCC(c5ccncc5)CC4)n3)CCCC2)cc1	5	2	-1	-7	-5	-1	0	-11	-5	-2
C=CCNC(=S)Nc1nc2c(cc1C(=O)OCC)CCCC2	-6	-2	0	6	-2	-5	1	6	8	4
C(=N\N1CCN(c2ccccn2)CC1)/c1ccccn1	5	-3	0	-5	-27	-6	-3	-1	-10	-6
CCCSc1nc(C)cc(C)c1S(=O)(=O)c1ccccc1C	-1	1	-29	-2	1	1	-4	-8	-9	-2
CC1CC(C)CN(S(=O)(=O)c2ccc(NC(=O)C3COc4ccccc4O3)cc2)C1 (centres undefined)	2	2	-28	5	-5	-5	-35	3	-13	-4
O=C(CN1CCN(Cc2ccccc2Cl)CC1)N/N=C/C=C/c1ccccc1[N+](=O)[O-]	1	-6	-4	-6	0	8	-7	-10	5	-4
Cc1cc(C(=O)COC(=O)c2ccccc2Br)c(C)n1CC1CCCO1 (centres undefined)	-6	3	-3	-5	5	-2	1	-3	3	1
COc1ccc(NC2CC(=O)N(c3ccccc3)C2=O)cc1 (centres undefined)	0	0	-3	2	-1	-10	1	4	-4	-1
O=C(CN1CCN(Cc2ccccc2)CC1)N/N=C/c1ccc(Br)s1	3	0	5	-5	1	11	4	0	0	-2
Cc1ccc(O)c(-c2cc(C(=O)Nc3ccc(S(=O)(=O)N4CC(C)OC(C)C4)cc3)[nH]n2)c1 (centres undefined)	2	2	-38	23	-13	12	5	-9	-34	-2
SMILES	LEDGF integ inh	MBD2 inh	HTRA1 inh	rCAG RNA binder	TDP2 absorb	TCR CD3 inh	SIAE primary	GC-B act	mABHD4 FP	PRMT1 inh
Cc1cccc(-n2c(C)nc3cc(C(=O)NCc4ccc5c(c4)OCO5)ccc32)c1	3	-3	-17	-5	-6	-7	2	-2	-3	3
O=C(O)c1ccc(NC(=O)c2cccc(N3C(=O)C4C5CCC(C5)C4C3=O)c2)cc1 (centres undefined)	-3	-7	5	2	5	1	-5	0	2	-2
CN(C)C(CNS(=O)(=O)c1ccc(Cl)cc1F)c1ccco1 (centres undefined)	0	-7	3	0	5	-4	3	-4	4	2
CCOC(=O)CNC(=O)CSc1nc(N(C)C)nc(N2CCOCC2)n1	-1	4	11	-6	4	6	-1	-3	7	-5
N#Cc1ccc(OCC(=O)NCCc2ccc(S(N)(=O)=O)cc2)cc1	0	2	3	1	4	-1	-4	-8	3	1
O=C(CNC(=O)c1ccc(F)cc1)NCc1ccc(Cl)cc1	2	-1	0	0	2	3	5	-4	0	-2
O=c1[nH]c(SCc2nc3c(cnn3-c3ccccc3)c(=O)[nH]2)nc2ccccc12	2	-1	2	6	6	5	-2	4	0	-3
COc1ccccc1C1C=C(c2ccc(C)cc2)Nc2nnnn21 (centres undefined)	-4	1	-1	1	8	7	1	2	1	0
FC(F)(F)c1cccc(Oc2ccc3c(C(F)(F)F)cc(C(F)(F)F)nc3n2)c1	0	1	-1	-6	0	-4	13	-8	1	-3
Cn1c(=O)cc(SCC(=O)N2CCCC2)c2cc(Cl)ccc21	-1	4	-1	-1	2	9	-8	7	-1	1
COc1cccc(C(=O)N2CCN=C2SCc2cccnc2)c1OC	3	-2	3	1	5	1	-6	-8	6	8
CC(C)CC(=O)NC(=S)Nc1nc(-c2ccccc2)cs1	-3	4	-12	5	3	5	5	-4	-10	0
C=CCOc1ccc(/C=C/C(=O)OCC(=O)N2CCCc3ccccc32)cc1	-4	-2	-3	-2	3	1	2	-4	-2	-2
Cc1nnc2n1NC(c1ccc(Cl)cc1)C(C(=O)N(C)C1CCCCC1)S2 (centres undefined)	-1	1	5	1	-4	-9	2	-2	-3	0
COc1ccccc1NC(=O)CCCNC(=O)Cn1cnc2sc(C)c(C)c2c1=O	1	-3	-12	0	9	2	4	-2	-2	-2
COc1ccc(Cn2c(=O)sc3ccccc32)cc1OC	-2	-2	3	1	5	6	6	2	0	-3
O=C(NCc1ccco1)C1(c2ccccc2)CCCC1	-3	0	-3	-4	-11	-7	0	-6	-11	2
CCOC(=O)CN1C(=O)N[C@@H](CCc2ccccc2)[C@H](C(=O)OC)[C@H]1C	1	0	5	-6	1	-1	1	7	3	1
COc1ccccc1C(=O)n1ccc2ccc(-c3ccc4ccn(Cc5ccccc5)c4c3)cc21	-1	-2	nt	9	0	nt	-2	2	-3	2
O=C(/C=C/[C@H]1O[C@@H](n2ccc(=O)[nH]c2=O)[C@H](O)[C@@H]1O)NCc1ccco1	4	0	nt	3	9	-5	-1	2	9	8
COc1ccc(C(=O)OCc2cc(C)ccc2C)cc1S(=O)(=O)N1CCCC1	-4	6	-39	5	-4	-8	0	2	-15	2
COc1ccccc1NC(=O)CSc1ncn(-c2ccccc2)n1	-1	8	-5	-4	0	-2	0	2	5	5
O=C(Cn1cccc1C(=O)c1ccccc1)NCCc1ccc(Cl)cc1	2	-3	-1	-6	9	1	-8	-6	4	0
CC(C)C[C@@H](CO)N1CCN(Cc2ccc(Br)cc2)CCC1=O	0	-3	-3	-13	-3	3	6	-2	9	-1
O=C(Nc1ccc(S(=O)(=O)Nc2nccs2)cc1)C1CCCCC1	-3	-1	-1	12	10	5	20*	-1	-4	-2

Some values from the results shown:
HTRA1 inh with Cc1cccc(-n2c(C)nc3cc(C(=O)NCc4ccc5c(c4)OCO5)ccc32)c1 → -17
GC-B act with CC(C)OCCCN1CC(=O)N2C(c3cccc([N+](=O)[O-])c3)c3[nH]c4ccccc4c3C[C@H]2C1=O (some centres undefined) → -7
TCR CD3 inh with COc1cccc(C(=O)N2CCN=C2SCc2cccnc2)c1OC → 1
LEDGF integ inh with CCCSc1nc(C)cc(C)c1S(=O)(=O)c1ccccc1C → -1

Further records
SMILES	LEDGF integ inh	MBD2 inh	HTRA1 inh	rCAG RNA binder	TDP2 absorb	TCR CD3 inh	SIAE primary	GC-B act	mABHD4 FP	PRMT1 inh
COc1cc(C(=O)N2C[C@@H]3CCC[C@H]2C3)ccc1OC1CCN(C(C)=O)CC1	2	-8	7	-7	-10	5	-1	-5	8	1
Cc1[nH]c2ccccc2c1/C=N/Nc1nc(Nc2ccc(F)cc2)nc(N2CCOCC2)n1	1	3	3	3	10	2	-3	4	3	2
CCn1c(COc2ccc(C)cc2)nnc1SCC(=O)C(C)(C)C	5	2	2	-10	3	1	1	13	-1	0
NC(=O)c1ccc(NC(=O)C2CCCO2)cc1 (centres undefined)	0	-2	4	0	-8	1	-8	8	1	-1
C=CCN(c1ccccc1)S(=O)(=O)c1cccc(C(=O)Oc2ccc3c(C)cc(=O)oc3c2)c1	1	6	-17	6	-3	-5	-10	2	-11	4
Cc1cccc(C)c1NC(=S)N(C)CCc1ccccn1	3	-6	8	2	-3	2	-2	3	-3	-3
Cc1cccc(NC(=O)Nc2cnccn2)c1C	-4	6	-2	-4	-11	5	-4	-1	-16	4
COc1ccccc1CC(=O)NNS(=O)(=O)c1ccccc1[N+](=O)[O-]	-1	3	3	2	2	5	-1	3	0	1
Cc1ccc(C(C(=O)NCC2CCCO2)N(Cc2ccccc2F)C(=O)Cn2nnc(-c3cccs3)n2)cc1 (centres undefined)	-3	-4	-12	-2	-4	-2	1	-3	0	0
COc1cc(Sc2ccc(C)cc2)c(OC)cc1N	0	5	46*	3	-3	-7	0	-4	34*	35*
CC(=O)Nc1cc2c(cc1NC(=O)Cn1nc(-c3ccc(F)cc3)ccc1=O)OCCO2	-2	1	2	2	4	4	3	-7	6	3
O=C(CC(=O)N/N=C/c1ccc(F)cc1)N/N=C/c1ccc(F)cc1	-1	2	-3	-1	7	-2	-1	2	6	2
COc1ccc(S(N)(=O)=O)cc1C(=O)OCCCOc1ccc(F)cc1	-2	-3	-13	2	10	4	-3	-2	1	-2
Cc1nn(C)c(C)c1CCC(=O)N1CCCC(N2CCN(c3ccc(F)cc3)CC2)C1 (centres undefined)	-4	3	0	-9	-4	2	3	7	4	-1
Cc1nccn1CCc1nc(N)nc(N)n1	1	-2	0	0	0	-2	-3	-3	-1	0
COc1ccc(N2CC(C(=O)N3CCN(S(=O)(=O)c4ccc(F)c(F)c4)CC3)CC2=O)c(OC)c1 (centres undefined)	2	-5	12	2	8	2	-3	0	3	-2
O=C(CN(Cc1ccccc1Cl)C(=O)c1csnn1)NCCc1ccccc1	1	-5	0	-1	13	3	7	0	-1	2
O=C(NCc1ccccn1)/C(=N/O)c1ccccc1	2	1	-2	-5	12	4	2	-2	1	-4

Single records, from the list above. Order of screens: LEDGF integ inh | MBD2 inh | HTRA1 inh | rCAG RNA binder | TDP2 absorb | TCR CD3 inh | SIAE primary | GC-B act | mABHD4 FP | PRMT1 inh
Cc1cccc(NC(=O)Nc2cnccn2)c1C is listed with -4 | 6 | -2 | -4 | -11 | 5 | -4 | -1 | -16 | 4
CCn1c(COc2ccc(C)cc2)nnc1SCC(=O)C(C)(C)C is listed with 5 | 2 | 2 | -10 | 3 | 1 | 1 | 13 | -1 | 0

From PubChem BioAssay
